# High-throughput results (PubChem)
# Kir21 inh: inhibitors of mouse Kir2.1 inward-rectifier potassium channel. Inward rectifier potassium channel 2 (Mus musculus), P35561. HEK293-Kir2.1, FluxOR thallium flux fluorescence; active compounds read low. B-score at 10 µM. 310,000 compounds, 0.85% hits. AID 1672, 2009;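 active = fluorescence ratio B-score at or below minus 3 SD of library scores, with starting-brightness B-score within 2 SD, cut at about -4.2 in these data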;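 also: channel flux triggered by added potassium and thallium sulfate stimulus; B-score of peak minus minimum fluorescence over baseline after thallium stimulus; more negative B-score means stronger Kir2.1 block with less thallium influx; some compounds called inactive have numbers as strong as hits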
# Target sequence (P35561 whole entry, looked up): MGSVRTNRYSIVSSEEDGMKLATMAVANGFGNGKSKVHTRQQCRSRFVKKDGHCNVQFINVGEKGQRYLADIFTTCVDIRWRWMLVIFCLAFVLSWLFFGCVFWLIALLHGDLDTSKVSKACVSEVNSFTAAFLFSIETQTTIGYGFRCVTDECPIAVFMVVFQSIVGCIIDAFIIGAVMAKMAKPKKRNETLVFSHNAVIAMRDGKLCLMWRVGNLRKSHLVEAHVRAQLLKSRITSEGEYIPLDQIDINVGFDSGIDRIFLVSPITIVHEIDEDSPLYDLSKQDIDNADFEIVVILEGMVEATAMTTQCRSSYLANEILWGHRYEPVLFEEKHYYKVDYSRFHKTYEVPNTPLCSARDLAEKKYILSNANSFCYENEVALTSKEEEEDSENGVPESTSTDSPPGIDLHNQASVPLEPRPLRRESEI
# STK33 inh: inhibitors of purified STK33 kinase, primary screen, biochemical, ADP-Glo luminescence, homogeneous, cell-free; 320,000 compounds, 0.073% hits; Serine/threonine-protein kinase 33 (Homo sapiens), Q9BYT3; AID 2661, 2010; MBP phosphorylation; inhibition, % at 10 µM;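 active = inhibition at or above 25%, using the most active replicate where run in duplicate; inactive = inhibition below 25%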
# Target sequence (Q9BYT3 whole entry, looked up): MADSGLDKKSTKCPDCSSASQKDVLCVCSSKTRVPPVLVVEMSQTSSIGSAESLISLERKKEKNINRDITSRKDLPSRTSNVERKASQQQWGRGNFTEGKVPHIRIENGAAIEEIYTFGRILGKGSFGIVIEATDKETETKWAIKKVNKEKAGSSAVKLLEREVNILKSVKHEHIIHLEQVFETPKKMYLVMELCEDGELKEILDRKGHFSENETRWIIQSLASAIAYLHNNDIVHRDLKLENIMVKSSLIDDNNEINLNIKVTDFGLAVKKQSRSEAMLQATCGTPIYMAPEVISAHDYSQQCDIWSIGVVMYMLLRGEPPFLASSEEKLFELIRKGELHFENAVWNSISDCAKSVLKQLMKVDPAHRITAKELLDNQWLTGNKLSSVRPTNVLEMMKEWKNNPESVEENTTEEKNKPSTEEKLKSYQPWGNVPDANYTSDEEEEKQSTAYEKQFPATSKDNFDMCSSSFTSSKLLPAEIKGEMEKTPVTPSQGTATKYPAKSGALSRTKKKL
# * marks the source's active call; other numbers are inactive results; . = not tested or not shown.
Kir21 inh	STK33 inh	SMILES
1.8	-1.2	CCOC(=O)Oc1ccc(/C=C2\N=C(C)OC2=O)cc1
2.7	-1.5	CCn1c(CNC(=O)c2ccccc2F)cc2cc(C)ccc21
-1.2	0.2	O=C(NCc1ccc2c(c1)OCO2)C1CCC(CNc2c(N3CCCCC3)c(=O)c2=O)CC1 (stereo not drawn)
0.6	-5.5	O=C(Nc1ccc(F)cc1)Nc1ccc(NC(=O)c2ccccc2O)cc1
-0.46	-0.6	Cc1ccccc1N(CC(=O)NCc1ccc2c(c1)OCO2)C(=O)C1CSC(=O)C1 (stereo not drawn)
-3.6	-0.2	CCOC(=O)Cn1nc(C)n(-c2ccc(C(C)C)cc2)c1=O
-1.4	-4.6	COCCN1C=C(C(=O)OC)C(c2ccc3c(c2)OCO3)C(C(=O)OC)=C1
0.61	-0.9	COc1ccc(-n2c(=S)[nH]c3cc(C(=O)Nc4cccc(C)c4)ccc3c2=O)cc1
-0.93	.	O=C(NCCCN1CCCC1=O)c1cccs1
-1.8	-0.2	CCCN(CCC)S(=O)(=O)c1ccc(C(=O)Nc2nnc(COC)o2)cc1

# Next part
Kir21 inh	STK33 inh	SMILES
0.31	-0.4	Cc1ccc(S(=O)(=O)N2CCN(c3ncccn3)CC2)cc1C
-1.6	8.6	O=C(NCCCN1CCCC1)C1CCN(C(=O)c2cc3sccc3n2Cc2ccc(F)cc2)CC1
1.1	-1.6	COc1ccccc1CCC(=O)Nc1cccc(S(=O)(=O)N2CCCC2)c1
1.5	-0.9	COc1ccc(NC(=O)C2CCN(S(=O)(=O)c3ccc4c(c3)NC(=O)C(C)S4)CC2)cc1 (stereo not drawn)
-0.52	-1.2	Cc1noc(C)c1COc1cccc(C(=O)OC(C)C#N)c1 (stereo not drawn)
0.16	-0.1	COC(=O)CCC(=O)Nc1ccc(N=Nc2ccccc2)cc1
-1.1	-1.7	COc1ccc(OC)c(CN2CCN(C(=O)CCNC(=O)c3ccc(Br)cc3)CC2)c1
0.52	-1.7	CCOC(=O)C1C(=O)N(C(=O)c2ccc(OC)cc2)CC1c1ccccc1 (stereo not drawn)
-0.76	-0.4	Cc1nc2ccc(S(=O)(=O)NCC(=O)N(C)Cc3ccccc3)cc2s1
.	-0.4	CC(=O)OC1COC(OC2C(O)C(C)OC(OC3C(OC4CCC5(C)C(CCC6(C)C5CC=C5C7CC(C)(C)CCC7(C(=O)O)CCC56C)C4(C)CO)OCC(O)C3O)C2O)C(O)C1OC(C)=O (stereo not drawn)

# The listing continues:
Kir21 inh	STK33 inh	SMILES
0.22	-0.6	Cc1nc2c(cc(Oc3ccc(S(=O)(=O)N4CCOCC4)cn3)c3ccsc32)s1
0.36	-1.2	COc1cccc(/C=N/NC(=S)NC2CC3CC2C2C=CCC32)c1O (stereo not drawn)
0.99	1.7	COc1ccc(CCN(Cc2cc3cccc(C)c3[nH]c2=O)C(=O)N2CCCC2)cc1OC
-1.2	-2.1	COc1ccc(-n2c(SCC(=O)NCC3CCCO3)nc3c(c2=O)SCC3)cc1 (stereo not drawn)
-0.14	-0.4	COc1cc(C(=O)NCc2ccc(S(N)(=O)=O)cc2)ccc1OCC(=O)Nc1cccc(C(F)(F)F)c1
2.4	0.3	COc1ccc(-c2nnn(CC(=O)N(CCCO)C(C(=O)NC3CCCC3)c3ccc(F)cc3)n2)cc1 (stereo not drawn)
-0.9	-0.7	Cc1ccc2cc(C#N)c(SCC(=O)NCC3CCCO3)nc2c1 (stereo not drawn)
-0.06	-2.0	O=C1CC(N(Cc2ccco2)C(=O)Nc2ccc(F)cc2)C(=O)N1c1ccc(F)cc1 (stereo not drawn)
-1.4	1.0	O=C(CSc1ncn[nH]1)NCCc1ccc(Cl)cc1Cl
.	0.6	CN(c1ccccc1)S(=O)(=O)c1ccc(C(=O)NCc2ccc(F)cc2)cc1

# The closing 5 compounds of the part before lead into the next:
Kir21 inh	STK33 inh	SMILES
2.4	0.3	COc1ccc(-c2nnn(CC(=O)N(CCCO)C(C(=O)NC3CCCC3)c3ccc(F)cc3)n2)cc1 (stereo not drawn)
-0.9	-0.7	Cc1ccc2cc(C#N)c(SCC(=O)NCC3CCCO3)nc2c1 (stereo not drawn)
-0.06	-2.0	O=C1CC(N(Cc2ccco2)C(=O)Nc2ccc(F)cc2)C(=O)N1c1ccc(F)cc1 (stereo not drawn)
-1.4	1.0	O=C(CSc1ncn[nH]1)NCCc1ccc(Cl)cc1Cl
.	0.6	CN(c1ccccc1)S(=O)(=O)c1ccc(C(=O)NCc2ccc(F)cc2)cc1
1.1	-2.2	O=c1oc(/C=C/c2ccco2)nc2sc3c(c12)CCC3
0.74	-0.3	Cc1cc(C(=O)OCC(=O)Nc2cc(S(=O)(=O)N(C)C)ccc2Cl)c2ccccc2n1
1.8	4.8	COc1cccc(C(=O)/C=C/Nc2ccc(S(=O)(=O)Nc3nc(C)cc(C)n3)cc2)c1
-0.76	6.5	FC(F)(F)c1nnc(-c2ccccc2)nc1Sc1ccccc1
-0.15	-1.5	Cc1ccc(OCc2ccc(C(=O)Nc3nccs3)o2)cc1C
0.04	0.0	Cn1ccnc1SCC(=O)Nc1ccc(Oc2ccccc2)cc1
-0.92	-1.4	COc1ccc(Cl)cc1C(=O)NCc1ccco1
-1.2	-2.0	CN(Cc1cn(C)nc1-c1ccccc1F)Cc1nccn1C
-0.05	-0.1	O=C1c2ccccc2C(Nc2ccc(Cl)cc2)N1CCN1CCOCC1 (stereo not drawn)
.	-1.6	O=C1C=CN2CCCCC2CC1 (stereo not drawn)

# Remaining list, next part
Kir21 inh	STK33 inh	SMILES
0.14	-0.6	O=C1c2cccnc2C(=O)N1Cc1ccc(F)cc1
-0.26	-0.9	CC(=O)Nc1ccc(S(=O)(=O)N(C)CC(=O)OCC(=O)NC(C)C23CC4CC(CC(C4)C2)C3)cc1 (stereo not drawn)
-1.4	2.0	Nc1nc2n(n1)C(c1cccs1)CC(c1ccccc1)N2 (stereo not drawn)
-1.6	0.9	C=CCn1c(SCc2nc3ccccc3[nH]2)nnc1-c1ccc(OC)cc1
0.78	-0.7	CCOC(=O)N1CCN(C(=O)CSc2ccc(C(=O)OC)cc2[N+](=O)[O-])CC1
-0.03	-1.1	O=c1[nH][nH]cc1C=NCc1cccnc1
-0.22	-0.4	CCOC(=O)c1ccc(NC(=S)NCc2ccc(S(N)(=O)=O)cc2)cc1
1.1	-1.3	CC(C)(C)C(=O)Nc1cccc(C(=O)c2cccc(NC(=O)C(C)(C)C)c2)c1
-3.9	0.2	O=C(CN(Cc1ccc2c(c1)OCO2)C(=O)CSc1nc2ccccc2o1)NC1CCCCC1
1.3	-0.2	COc1cccc(NC(=O)CN(C)C(C)C(=O)Nc2ccc(S(=O)(=O)N3CCCC3)cc2)c1 (stereo not drawn)

# Next structures:
Kir21 inh	STK33 inh	SMILES
.	-0.1	COC(=O)C(NC=O)C(O)(Cc1ccccc1)C(F)(F)F (stereo not drawn)
0.83	-0.8	COc1ccccc1CN(C(=O)c1ccco1)C(C(=O)NC1CCCC1)c1ccncc1 (stereo not drawn)
0.01	-0.2	COc1cc(-c2ccc3oc(-c4ccsc4)c(C#CC4(O)CCCCC4)c3c2)cc(OC)c1OC
2.1	-0.4	CCc1ccc(NC(=S)NCC2CCCN2CC)cc1 (stereo not drawn)
-0.14	-2.0	O=C(Nc1ccc(Cl)cc1F)C1CCN(S(=O)(=O)c2cccnc2)CC1
.	0.0	C[C@@H]1CN([C@H](C)CO)C(=O)c2cc(NC(=O)Nc3ccc(C(F)(F)F)cc3)ccc2O[C@H]1CN(C)S(=O)(=O)c1ccccc1
-0.53	.	Cc1cccc(C)c1OCC(=O)N1CCc2ccccc2C1
-0.14	.	Cc1oc(-c2ccccc2)cc1C(=O)Nc1cccc(/C=C/C(=O)O)c1
-0.48	-1.1	O=C(c1ccco1)N1CCN(C(=O)C23CC4CC(CC(C4)C2)C3)CC1
-3.7	-0.1	CC(C)NC(=O)/C(C#N)=C\c1ccc(N(C)C)o1

# Next results
Kir21 inh	STK33 inh	SMILES
.	0.4	Cc1cccc(C(=O)O)c1[N+](=O)[O-]
-2.2	-1.2	Cc1ccc(S(=O)(=O)NCC(c2cccnc2)N2CCN(Cc3ccccc3)CC2)cc1 (stereo not drawn)
-1.3	0.7	O=C(CN1CCN(c2ccccn2)CC1)Nc1ccc(OC(F)(F)F)cc1
-0.11	-1.8	Cc1ccc(C(c2nnnn2C(C)(C)C)N2CCN(C3CCCC3)CC2)cc1 (stereo not drawn)
-1.3	-2.6	COc1ccccc1C(=O)Nc1cccc2c1CCCC2
-1.2	-2.0	Nc1ccc(S(=O)(=O)NC2(C(F)(F)F)NC(=O)N(c3ccc(F)cc3)C2=O)cc1 (stereo not drawn)
.	-0.3	O=C1C=C(/C=C/C2C=CC=CC2)C[C@@H](c2ccc(Cl)cc2)C1 (stereo partly drawn)
0	-0.9	COc1ccc(NC2CS(=O)(=O)CC2OC(=O)c2ccc(F)cc2)cc1 (stereo not drawn)
1.1	-1.3	O=C(O)c1ccc(NC(=O)C(c2ccccc2)c2ccccc2)cc1
1.2	0.1	COc1ccc(NC(=O)COc2ccc(C)c(C)c2)cc1S(=O)(=O)N1CCCCC1

# (list continues)
Kir21 inh	STK33 inh	SMILES
-3.5	-1.8	O=C(/C=C/Sc1ccccc1)c1ccccc1
-0.85	-2.5	CN(C)S(=O)(=O)c1cccc(COC(=O)c2ccc3c(c2)OCO3)c1
-0.55	0.9	Cc1ccc(C(c2nnnn2C2CCCCC2)N2CCN3CCCC3C2)cc1 (stereo not drawn)
-0.69	4.5	COC(=O)c1c(C(=O)OC)c(-c2ccc(C)cc2)n2c1CCC2
-0.17	-0.8	Cc1ccccc1N(CC(=O)N1CCc2ccccc2C1)S(C)(=O)=O
.	-1.8	COc1ccc([C@H]2CC(=O)C=C(c3c(OC)cccc3OC)C2)cc1
-0.59	-2.0	Cc1ccc(CNC(=O)CCNC(=O)Cn2ccc3ccccc3c2=O)o1
-0.9	-5.1	Nc1nnc(SCC(=O)N2CCCCC2)s1
1.8	-0.3	Cc1nn(-c2ncc(C(F)(F)F)cc2Cl)c(=O)n1-c1ccccc1F
-3.2	-1.1	CCOC(=O)c1sc(NC(=O)c2cccc(S(=O)(=O)N3CCN(C)CC3)c2)cc1C

# Further compounds follow.
Kir21 inh	STK33 inh	SMILES
-0.13	-0.7	Cc1nc2cc(NC(=O)Nc3ccc(Br)cc3)ccc2o1
-0.22	-0.5	Cn1c(=O)n(C)c2cc(S(=O)(=O)NCc3ccccc3)ccc21
0.71	-1.6	CCN1CCc2c(OCC(=O)N3N=C(c4cccs4)CC3c3ccc(F)cc3)cccc2C1=O (stereo not drawn)
-0.26	-3.4	O=C(NNC(=O)c1cccnc1)NC1CCCCC1
0.48	9.0	CCOc1ccc(C(=O)NCc2ccco2)cc1
0.53	-2.3	O=[N+]([O-])c1ccccc1S(=O)(=O)N1CCN(Cc2cc3c(cc2O)OCO3)CC1
-3.6	38*	COc1ccc(-c2oc3ncnc(NCCCN(C)C)c3c2-c2ccc(OC)cc2)cc1
0.19	-1.0	Clc1ccccc1/C=N/c1cc(-c2ccccc2)nn1-c1ccccc1
.	0.7	C[C@]12c3[nH]c4ccccc4c3CCN1C(=O)C(CC(=O)NCCC1=CCCCC1)C[C@@H]2C(=O)N1CCCCC1 (stereo partly drawn)
-0.51	0.7	CCOc1cc(/C=N/NC(=O)Cn2nc([N+](=O)[O-])cc2C)cc(Br)c1OCc1ccccc1F

# (list continues)
Kir21 inh	STK33 inh	SMILES
.	0.5	CCOc1ccc(NC(=O)C(C)Oc2ccc(C#N)cc2)cc1S(=O)(=O)N1CCCC1 (stereo not drawn)
0.06	7.7	CCCCN(C)C(=O)c1cc2cc3ccc(OC)cc3nc2s1
0.19	0.5	CNC(=S)NCc1ccc(Cl)cc1
-0.01	-1.6	CC(=O)NCC(=O)NC(C(=O)Nc1ccc2c(c1)OCCO2)c1ccc(C)cc1 (stereo not drawn)
1.7	-0.3	CN(C(N)=S)c1ccccc1
-0.87	-0.4	O=C(CSc1nc(N2CCOCC2)nc(N2CCOCC2)n1)Nc1ccc(Cl)cc1Cl
.	0.0	Cc1ccc(NC(=O)CN2CCN(S(=O)(=O)c3ccc(F)cc3)CC2)cc1C
.	0.4	CCCn1c(N)c(C(=O)CSc2nnc(-c3c[nH]c4ccccc34)n2C2CC2)c(=O)[nH]c1=O
-0.13	-1.1	CN=C1SC(CC(=O)Nc2ccc(C(=O)O)cc2)C(=O)N1C (stereo not drawn)
0.94	-0.8	COc1ccccc1N1CCN(C(=O)CCC(=O)Nc2nnc(CC(C)C)s2)CC1

# (list continues)
Kir21 inh	STK33 inh	SMILES
-2.8	-1.8	CCOC(=O)c1ccc(COC(=O)c2ccc3c(c2)-c2ccccc2C3=O)cc1
-1.3	0.0	Cc1ccsc1CNn1cnnc1SCc1ccc(Cl)cc1
-1.9	0.6	COc1cccc(OC)c1CN1CCCC(C(=O)c2ccccc2SC)C1 (stereo not drawn)
0.11	-0.8	CC(C)(C)NC(=O)CCN(/N=C/c1ccccc1)C1=NS(=O)(=O)c2ccccc21
1.2	-1.7	COc1ccc(-c2nc3scc(-c4ccc(OC)c(OC)c4)c3c(=O)o2)cc1
0.09	4.3	COc1cc(CNC(=O)c2cnc(C)cn2)cc(OC)c1
0.56	-2.4	COc1cc(SC)ccc1C(=O)OC1CCOC1=O (stereo not drawn)
-0.36	-0.2	CCOC(=O)C1CCN(C(=O)CN(c2ccc(OC)c(OC)c2)S(=O)(=O)c2ccccc2)CC1

# Sorted by molar mass (smallest number first): 5 of the compounds above
Kir21 inh	STK33 inh	SMILES
0.56	-2.4	COc1cc(SC)ccc1C(=O)OC1CCOC1=O (stereo not drawn)
0.09	4.3	COc1cc(CNC(=O)c2cnc(C)cn2)cc(OC)c1
-1.3	0.0	Cc1ccsc1CNn1cnnc1SCc1ccc(Cl)cc1
-2.8	-1.8	CCOC(=O)c1ccc(COC(=O)c2ccc3c(c2)-c2ccccc2C3=O)cc1
0.11	-0.8	CC(C)(C)NC(=O)CCN(/N=C/c1ccccc1)C1=NS(=O)(=O)c2ccccc21
